Menin-MLL TR inh: qHTS Assay for Inhibitors Targeting the Menin-MLL Interaction in MLL Related Leukemias: Competition With Texas Red Labeled MLL-derived Mutant Peptide. 270,000 tested, 0.23% active. Menin + Texas Red MLL mutant peptide, fluorescence polarization. Potency, µM (top dose mostly 61.6 µM), without a hit: top-dose FP activity change, negative = inhibition, actives largely listed as inhibitors; active = well fitted inhibition curve with a large enough effect in the polarisation, with a control signal flat, not every such curve was filed as active; inconclusive = small, poorly fitted or top-dose-only effect, or effect the other way, or a change in a side signal; inactive = no such curve, though single readings can be large or run the other way; the % refers to the polarisation; also: potency is read from the fitted curve at half-maximal effect; % of control where 0% means no effect; many of its hits are not listed in these tables
Tb PFK inh: qHTS Assay to Find Inhibitors of T. brucei phosphofructokinase; ATP-dependent 6-phosphofructokinase (Trypanosoma brucei brucei), O15648; T. brucei PFK, ADP-Glo luminescence; Potency, µM (highest dose often 57.5 µM), for inactives: at the top dose activity, negative = inhibition, most hits filed as inhibitors; 330,000 tested, 0.17% active; AID 485367, 2010;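 also: potency is read from the fitted curve at half-maximal effect; 0% = uninhibited 1x PFK enzyme wells and -100% = no-enzyme wells; nearly all actives have a fitted effect of over 60% in size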
Target sequence (O15648 whole entry, looked up): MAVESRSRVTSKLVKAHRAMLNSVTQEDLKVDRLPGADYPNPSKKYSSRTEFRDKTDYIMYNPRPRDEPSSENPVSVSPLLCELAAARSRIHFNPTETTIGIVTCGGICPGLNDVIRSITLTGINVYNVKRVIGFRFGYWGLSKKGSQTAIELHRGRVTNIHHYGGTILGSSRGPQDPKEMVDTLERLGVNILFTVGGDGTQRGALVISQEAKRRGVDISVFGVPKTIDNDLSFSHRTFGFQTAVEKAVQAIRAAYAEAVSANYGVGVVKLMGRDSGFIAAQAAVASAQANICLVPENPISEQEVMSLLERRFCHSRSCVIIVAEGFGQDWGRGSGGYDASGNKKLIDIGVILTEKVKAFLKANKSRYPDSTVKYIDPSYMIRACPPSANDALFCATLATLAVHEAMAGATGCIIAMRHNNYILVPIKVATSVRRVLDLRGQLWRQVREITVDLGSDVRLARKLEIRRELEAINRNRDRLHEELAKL
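PFK 1.25 nM, F6P 0.5 mM, ATP 0.1 mM, 0.1 M TEA pH 8.0, 5 mM MgCl2, 0.01% Tween20, 0.1% BSA; 45 min RT. ADP-Glo readout. qHTS titration up to 57 uM; curves fitted, compounds curve-classed.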
PKM2 act: qHTS Assay for Activators of Human Muscle isoform 2 Pyruvate Kinase. purified PKM2, Kinase-Glo ATP luminescence, activation; response scale: 0% is enzyme alone, no compound. Potency, µM (titrated, usually from 57.5 µM), for inactives: at the top dose activation, most hits filed as activators. 260,000 tested, 0.34% active. AID 1631, 2009; also: potency is read from the fitted curve at half-maximal effect; % is scaled to controls: 0 for no effect and ±100 for the full control effect; nearly all actives have a fitted effect of over 55% in size
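Purified hPK-M2 (>95% pure) converted ADP (0.1 mM final) to ATP with 0.5 mM PEP in 50 mM imidazole pH7.2, KCl, MgCl2, Tween 20, BSA; 1 h at room temperature. ATP detected by Kinase-Glo luminescence.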
TSG101-PTAP inh: qHTS Assay for Iinhibitors of HIV-1 Budding by Blocking the Interaction of PTAP/TSG101; Tumor susceptibility gene 101 protein (Homo sapiens), Q99816; Fluorescence polarization, FITC-PTAP peptide / Tsg101 binding; Potency, µM (top dose mostly 115 µM), for the others: top-dose activity change, negative = inhibition, actives largely listed as inhibitors; 340,000 tested, under 10 active; AID 493005, 2010; active = well fitted inhibition curve with a large enough effect in the main read-out, with a control signal flat, not every such curve was filed as active; inconclusive = small, poorly fitted or top-dose-only effect, or effect the other way, or a change in a side signal; inactive = no such curve, though single readings can be large or run the other way; also: potency is read from the fitted curve at half-maximal effect; % of control where 0% means no effect
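Tsg101 binding domain (10 uM final) was mixed with compound and a FITC-labeled PTAP peptide (50 nM final) in HEPES pH 7.5 buffer with NaCl, Tween 20, EDTA and TCEP; fluorescence polarization was read after 20 min at r.t.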
BCR signal inh: qHTS Assay to Find Inhibitors of Chronic Active B-Cell Receptor Signaling; ABC-DLBCL IkBa-CBG/CBR reporter, luminescence ratio, 4 h; Potency, µM (series often up to 46.1 µM), for the others: at the top dose ratio change, negative = lower green/red ratio, actives largely listed as inhibitors; 340,000 tested, 0.05% active; active = well fitted inhibition curve with a large enough effect in the signal ratio, with a control signal flat, not every such curve was filed as active; inconclusive = small, poorly fitted or top-dose-only effect, or effect the other way, or a change in a side signal; the % refers to the signal ratio;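 also: potency is read from the fitted curve at half-maximal effect; plate controls were basal doxycycline-induced cells for no effect and cells given 10 µM MG132 for full effect; MG132 reads +100%, hits lower the ratio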
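Cell line TMD8 (human ABC DLBCL), stably expressing tet-inducible CBG68-IkBa fusion and CBR; IMDM/0.5% FBS; cpd up to 46 uM; dox induction, 4 h, 37C/5% CO2; dual luminescence; green/red ratio; MG132 control.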
S-ASM inh: Inhibitors of Secretory Acid Sphingomyelinase (S-ASM): qHTS; Sphingomyelin phosphodiesterase (Homo sapiens), P17405; placental ASM, HMU-PC fluorogenic substrate, 60 min; Potency, µM (top dose mostly 57.5 µM), for the others: top-dose activity change, negative = inhibition, usual class: inhibitors; 340,000 tested, 0.006% active; AID 504937, 2011; also: potency is read from the fitted curve at half-maximal effect
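Human placenta-derived ASM preincubated with compound 10 min at room temperature, then reacted with 9 uM (final) fluorogenic HMU-PC substrate for 60 min at 37 C. Stop solution raises pH to 10; fluorescence read at Ex 386/Em 447 nm.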
GALK inhibitor: qHTS Assay for Inhibitors of Human Galactokinase (GALK) | P51570 | Purified GALK, Kinase-Glo residual ATP luminescence | Potency, µM (series often up to 57.5 µM), inactives show at the highest dose activity change, negative = inhibition, hits mostly inhibitors | 270,000 tested, 0.007% active; also: potency is read from the fitted curve at half-maximal effect; % is scaled to controls: 0 for no effect and ±100 for the full control effect
Target sequence (P51570 whole entry, looked up): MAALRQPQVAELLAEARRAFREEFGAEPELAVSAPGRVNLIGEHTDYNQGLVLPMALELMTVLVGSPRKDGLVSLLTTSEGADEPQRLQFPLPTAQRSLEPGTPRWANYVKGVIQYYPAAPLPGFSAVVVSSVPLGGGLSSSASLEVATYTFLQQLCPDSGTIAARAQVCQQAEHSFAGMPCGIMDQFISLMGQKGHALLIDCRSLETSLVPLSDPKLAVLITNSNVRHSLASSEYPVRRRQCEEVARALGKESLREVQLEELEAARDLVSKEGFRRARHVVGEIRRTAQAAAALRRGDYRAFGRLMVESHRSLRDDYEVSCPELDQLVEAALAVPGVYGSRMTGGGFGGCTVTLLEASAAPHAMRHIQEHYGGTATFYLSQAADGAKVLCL
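Human GALK (5 nM) with 35 uM ATP and 100 uM galactose in 20 mM HEPES pH 8.0, 5 mM MgCl2, 60 mM NaCl, 1 mM DTT, 0.01% BSA. After 1 h at room temperature, leftover ATP was read by Kinase-Glo Plus luminescence.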
Giardia kill: Small Molecules that selectively kill Giardia lamblia: qHTS | 340,000 tested, 0.15% active | activity change, % at 7.66 µM, hits read low | AID 540267, 2011 | Giardia lamblia trophozoite viability; in the data active = activity change below about -80%; inconclusive = between about -30% and that limit;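 also: parasites exposed to compound for two days anaerobically before the ATP read; % is scaled to controls: 0 for no effect and ±100 for the full control effect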
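Anaerobic 48 hrs incubation at 37 deg C of 100 trophozoites/well with test compounds; ATPLite 1-Step luminescence, 15-30 min RT, reports cellular ATP as viability.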
a7 integrin act: qHTS for Activators of Integrin-Mediated Alleviation for Muscular Dystrophy; alpha7betagal myoblasts, beta-gal FDG fluorescence, 48 h; AID 624291, 2012; 350,000 tested, 0.064% active; Potency, µM (top dose mostly 38.3 µM), for inactives: at the highest dose activation, actives largely listed as activators;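 also: potency is read from the fitted curve at half-maximal effect; 100% = response of the positive control SU9516; nearly all actives have a fitted effect of over 60% in size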
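Alpha7betagal+/- myoblasts (passage 13) were plated 16-24 hr, then exposed to compounds (1:260 dilution of DMSO stock) for 48 hours at 37C. After MPER lysis, β-galactosidase reporter activity was read as FDG fluorescence (ex 480/em 540) after 30 minutes.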
B2AR arrestin: qHTS assay of beta-arrestin-biased ligands of beta2-adrenergic receptor; 330,000 tested, 0.02% active; beta-arrestin recruitment to beta2AR, cell-based reporter; Potency, µM (series often up to 46.1 µM), inactives show at the highest dose activation, most hits filed as activators;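 also: potency is read from the fitted curve at half-maximal effect; 0% = DMSO controls and full agonism = EC100 isoproterenol or metaproterenol; nearly all actives have a fitted effect of over 65% in size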
Coupling enz: qHTS Assay for Inhibitors of Fructose-1,6-bisphosphate Aldolase from Giardia Lamblia: Coupling assay counterscreen. coupling enzyme system counterscreen, AmpLite Red fluorescence. activity change, negative = inhibition, % at 58.2 µM, hits read low. 290,000 tested, 0.67% active. AID 2472, 2010; in the data active = activity change below about -30%; also: % is scaled to controls: 0 for no effect and ±100 for the full control effect
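Coupling enzymes only (glyceraldehyde-3-phosphate) + compound, at 57.5 uM final, 10 min RT; add substrate/coupling/AmpLite Red mix, 20 min RT; fluorescence ex 525/em 598 nm. Actives flag coupling-system interference.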
Active calls of the source: *; u = inconclusive; x = no result given; & = joins results of further samples; [ ] = dose if it differs, or a comment. Unless noted, calls follow the shape of the dose curve; as a rule, active = well fitted curve in the direction sought with a large enough effect; inconclusive = small, poorly fitted or top-dose-only effect, or another doubt; inactive = no such curve, though single readings can be large; an effect the other way counts as inactive or inconclusive. These rows are one share of the data; rates above refer to the full screens.

SMILES | B2AR arrestin | a7 integrin act | GALK inhibitor | PKM2 act | S-ASM inh | Giardia kill | Coupling enz | BCR signal inh | Tb PFK inh | Menin-MLL TR inh | TSG101-PTAP inh
CCOC(=O)[C@H]1[C@H]2COc3cc(OC)ccc3[C@@H]2N2C(=O)c3ccc(C)cc3NC(=O)[C@@]12C | 0.2% | -5.6% | x | x | -0.2% | -16.1 | x | -4.4% | 0.0% | x | -2.1%
Cc1cccnc1CCNC(=O)C1CCC(=O)N(Cc2cccc(F)c2)C1 (stereo unspecified) | 0.4% | 3.5% | 4.9% | -7.7% | x | 12.5 | x | -0.8% | -0.1% | x | -3.7%
CC1CCCCN1CC(O)COCc1ccc(Cl)cc1 (stereo unspecified) | -0.4% | 0.0% | -2.3% | 0.6% | 1.5% | -12.4 | 1.5 | -5.2% | -0.3% | 4.5% | u
Cc1ccc(S(=O)(=O)NC(=O)c2ccc(-c3ccc(C)c4ccccc34)o2)cc1 | -0.7% | -9.1% | x | -1.1% | 148.9% | 35.5[activator] | 0.3 | -0.8% | -2.1% | 2.8% | -6.1%
COCCn1ccc2c(OCC(=O)NCc3ccc(C)cc3)cccc2c1=O | -0.1% | -6.5% | x | x | -1.6% | 1.2 | x | u | -0.4% | x | -7.0%
COc1ccc2ccc3c(c2c1)N=C[C@]1(O3)N(C)c2ccccc2C1(C)C | -0.1% | -53.5%[inhibitor] | -2.1% | 17.9% | 21.6% | -15.7 | -66.8* | u | u | 18.8% | 2.2%
CC(C)(C)C(=O)c1cnc(Nc2ccccc2Cl)s1 | x | 21.2% | -1.0% | -8.9% | 3.2% | -2.1 | -6.6 | x | x | 0.2% | -5.2%
O=C(CCCNC(=O)c1ccc(Cl)cc1)Nc1ccccc1C(F)(F)F | -0.6% | -2.6% | 1.2% | x | 2.6% | -8.7 | 0.7 | 4.4% | -2.0% | 2.0% | -2.5%
CCc1nnc(NC(=O)CSc2nc(-c3ccccc3)cc(-c3ccc(F)cc3)c2C#N)s1 | 0.1% | 0.7% | -2.3% | 0.6% | 2.8% | -1.5 | 1.9 | 1.2% | -1.1% | -12.2% | 0.2%
COC1OC(CO)C(O)C(O)C1O (stereo unspecified) | -0.2% | 2.8% | -2.7% | 0.2% | -3.8% | -19.7 | -1.5 | -0.2% | -2.7% | 0.4% | -0.4%
CCCCC1=CC2=CC(=O)C(C)(OC(=O)CC)C(=O)C2=CN1c1ccc(OC)cc1 (stereo unspecified) | -0.1% | 34.1% | -0.7% | -5.8%[11.5 µM] | 26.8% | 19.7 | -5.9&-9.0 | 6.0% | -2.7% | -19.0%[11.7 µM] | 6.1%
O=C(Nc1cccc([N+](=O)[O-])c1)c1ccc2c(c1)C(=O)N(c1ccccn1)C2=O | -0.4% | -7.5% | 4.5% | 1.2% | -2.5% | -0.7 | 0.8 | 0.2% | -20.4% | 53.1%[activator] | 0.3%
COC(=O)C1=C(O)/C(=C\c2ccc(CNC(=O)C(=O)Nc3ccc(C)cc3)o2)N=C1C | 5.8% | u | x | 8.7% | -1.2% | 7.0 | 4.9 | u | -17.1% | 14.0% | 1.2%
O=C(NCc1nnc(SCC(=O)N2CCCCCC2)o1)c1ccc(F)cc1 | 0.2% | 16.3% | -6.0% | -4.9% | -0.4% | 13.0 | -1.6 | -1.4% | -2.5% | -5.4% | x
C[C@H](CO)N1C[C@H](C)[C@@H](CN(C)C(=O)Nc2ccc(C(F)(F)F)cc2)Oc2c(NC(=O)c3ccncc3)cccc2C1=O | 0.7% | -7.5% | x | x | -9.8% | 16.0 | x | -1.5% | 0.3% | x | -1.5%
Cc1cc(=O)c(C(=O)O)cn1Nc1ccc(Cl)cc1 | 0.1% | -9.7% | -0.4% | -2.2% | -1.3% | -11.7 | 0.1 | u | -0.9% | -0.6% | -3.3%
COc1cccc(-c2[nH]nc3c2C(c2ccsc2)C(C#N)=C(N)O3)c1 (stereo unspecified) | -0.2% | -13.4% | 2.9% | 0.1% | -11.1% | -5.8 | -12.0 | u | 1.1% | 9.6% | -1.6%
O=[N+]([O-])c1cccc(/C=C/c2ccccn2)c1 | 9.1% | -20.9% | -2.3% | -1.7% | -0.7% | -1.8 | -4.7 | u | 7.6% | 27.4% | -2.5%
COc1ccc(C2=NN(Cc3c(F)cccc3Cl)C(=O)CC2)cc1 | -0.1% | -8.8% | -1.9% | 24.3% | -11.0% | -22.4 | 5.9 | -14.9% | -4.9% | -11.0% | -9.2%
CCOc1cc(/C=C(\C#N)C(=O)Nc2ccccc2C(=O)O)ccc1OC(=O)c1ccc(C)cc1 | -0.4% | -17.9% | -16.8% | 0.0%[11.5 µM] | -2.3% | -13.0 | 4.4 | 0.4% | 1.0% | u | -4.4%
Cc1cccc(N2CCN(S(=O)(=O)c3c(C)noc3/C=C/N(C)C)CC2)c1C | 0.0% | 18.2% | 2.7% | x | -1.2% | 7.5 | -1.1 | -5.4% | -11.2% | 24.4% | -8.4%
COc1ccc2c(c1)c1ccccc1n2C | 0.2% | 43.8% | -0.2% | 12.8% | 4.9% | 0.1 | 8.0 | u | 0.0% | u | -5.9%
COc1cc(CC(=O)Nc2ccc3nc(C)sc3c2)cc(OC)c1OC | 3.2% | 27.4% | x | 0.1% | 1.6% | -12.3 | 0.4 | u | 0.4% | -28.3% | -3.3%
Nc1nnc(SCc2cccnc2)s1 | -0.2% | -9.6% | 0.1% | -7.8% | -1.0% | 0.5 | 2.2 | 6.0% | -0.6% | 2.5% | -6.0%
O=C(NN1CC(=O)N(c2cc(Cl)cc(Cl)c2)CC1=O)c1cccs1 | -0.4% | -16.4% | x | -0.4% | 1.2% | -14.5 | 3.1 | -4.4% | 0.4% | x | 0.1%
O=C(Nc1ccc(Cl)cn1)c1ccccc1SCc1ccccc1 | 0.0% | -16.4% | 0.0% | -0.2% | -1.7% | -8.1 | -0.1 | 7.8% | -12.2% | 32.1%[activator] | 0.0%
O=C(NNC(=O)C1CCC(C(=O)NNC(=O)c2cccs2)CC1)c1cccs1 (stereo unspecified) | -0.4% | 21.2% | -2.4% | -1.3% | -2.3% | 7.6 | -0.3 | 0.5% | 3.4% | -2.3% | -3.0%
CC1(C)CC2CC(C)(CN2S(=O)(=O)c2cccc(C(=O)O)c2)C1 (stereo unspecified) | 0.1% | 44.9% | x | x | 7.1% | u | x | 3.6% | 0.2% | x | -4.4%
C#CCOCCOCCOCCNc1nc(N2CCN(C(=O)C([C@@H](C)O)n3cc([C@@H](N)CCCCN)nn3)CC2)nc(N2CCN(C(=O)C([C@@H](C)O)n3cc([C@@H](N)CCCCN)nn3)CC2)n1 (stereo partly specified) | 0.0% | -24.4% | x | x | 1.9% | -8.6 | x | -0.8% | 9.2% | x | -2.9%
COCCNC(=O)c1nc2c(nnn2Cc2cc(C)ccc2C)c(=O)[nH]1 | -0.2% | -2.5% | 1.3% | 11.2% | -1.8% | -16.4 | 5.6 | u | 4.4% | -4.3% | -3.8%
CCS(=O)(=O)c1ccc(N=Nc2ccc(O)c3ncccc23)c(OC)c1 | 0.1% | -59.9%[inhibitor] | 0.9% | 1.7% | 0.1% | 17.7 | -1.6 | 7.6% | -6.0% | u | -4.3%
COc1ccc(N2CCN(c3nc4c(C)cccn4c(=O)c3C=C(C#N)C#N)CC2)cc1 | -0.1% | 23.8% | -1.8% | x | -4.4% | 11.0 | -0.2 | -0.4% | 0.0% | -4.8% | -1.5%
CCn1c(C)c(CCC(=O)O)c(=O)n2nc(-c3ccccc3OC)cc12 | -0.2% | 2.9% | -0.3% | -12.3% | 4.1% | -0.4 | 5.5 | u | 17.2% | -1.4% | -2.2%

From PubChem BioAssay
